# mcGAS RapidFire – inhibitors of mouse cGAS; Q8C6L5; inhibition, % at 12.5 µM; 0.18% of 130,000 active; recombinant mouse cGAS, cGAMP by RapidFire MS;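 active means inhibition of cGAS enzyme activity at or above 60%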;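 further: enzyme stimulated by 45 bp dsDNA with ATP and GTP substrates; cGAMP share of summed cGAMP plus half ATP and half GTP signals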
# Target sequence (Q8C6L5 whole entry, looked up): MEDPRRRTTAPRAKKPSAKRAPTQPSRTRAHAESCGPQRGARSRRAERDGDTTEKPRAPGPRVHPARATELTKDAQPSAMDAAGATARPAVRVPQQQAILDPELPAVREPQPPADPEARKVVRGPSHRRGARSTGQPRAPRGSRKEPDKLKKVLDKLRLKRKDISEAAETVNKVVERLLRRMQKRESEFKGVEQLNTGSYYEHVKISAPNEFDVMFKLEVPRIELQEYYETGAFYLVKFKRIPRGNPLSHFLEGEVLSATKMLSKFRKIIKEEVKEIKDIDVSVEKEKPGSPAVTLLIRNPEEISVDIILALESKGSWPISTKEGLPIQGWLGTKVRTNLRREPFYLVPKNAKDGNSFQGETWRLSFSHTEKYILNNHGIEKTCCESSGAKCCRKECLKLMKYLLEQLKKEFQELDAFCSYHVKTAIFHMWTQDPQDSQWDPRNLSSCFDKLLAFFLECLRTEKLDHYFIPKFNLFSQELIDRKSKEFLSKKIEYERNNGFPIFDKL
# * = called active by the depositor; & = joins results of further samples. A portion of the library (hit frequency here may not be typical).
mcGAS RapidFire,SMILES
-5,CN1C(=O)C(=O)N(CC(=O)N2N=C(c3cccs3)CC2c2cccs2)C1=O (stereo not given)
1,CC(N)CC(=O)c1ccc(F)cc1 (stereo not given)
-2,C=C(C)CN(CC)Cc1nc(-c2ccccn2)no1
-7,Cc1nn(-c2ccccc2)c(C)c1CN(C)C(=O)CCCNC(=O)NC1CCCCC1
-4,O=C(c1ccccc1F)N1CCCC(N2CCN(Cc3ccc4c(c3)OCO4)CC2)C1 (stereo not given)
-6,CCc1nc(C2CCCN2CCCS(=O)(=O)c2ccccc2)no1 (stereo not given)
-6,Cc1ccc(C=C2NC(=S)N(Cc3ccccc3)C2=O)o1
-4,COC(=O)C1CCN(C(=O)C2CC2c2cccc(Br)c2)CC1 (stereo not given)
-4,Cc1cc(CSc2nc3sc4c(c3c(=O)n2CC2CCCO2)CCCC4)on1 (stereo not given)
4,CN(Cc1cccc(C#N)c1)C(=O)c1cc2c(s1)CCCCCC2
-1,Fc1ccccc1-c1nn(CN2CCOCC2)c(=S)n1C1CCCCC1
-13,Cc1cc(N2C(=O)c3oc4cc(C)c(Cl)cc4c(=O)c3C2c2ccc(F)cc2)no1 (stereo not given)
2,O=C(O)c1cccnc1CN1CCCC(c2ccccc2)CC1 (stereo not given)
-1,CN(CC(=O)NCC#N)C1(c2ccccc2Cl)CCCCC1=O (stereo not given)
-9,O=C(COc1cccnc1)N1CCOC(c2ccc(Cl)c(Cl)c2)C1 (stereo not given)
-3,CCCSc1nc2nc3c(cn2n1)C(=O)CC(c1ccco1)C3 (stereo not given)
-5,CC(C)NC(=O)C1CCN(C2CCN(Cc3cc(Cl)ccc3O)CC2)CC1
-8,Cc1cc(C(=O)NC2CC2c2ccccc2)ccc1-n1cncn1 (stereo not given)
4,CCc1cccc(NS(=O)(=O)c2ccc3c(c2)CC(=O)N3)c1
-6,O=C(CSc1nc2[nH]ncc2c(=O)[nH]1)Nc1cccc(C(F)(F)F)c1
-8,COc1ccc(OC)c(NC(=O)C(=O)NCC2CCN(Cc3ccco3)CC2)c1
-9,CN(CC(=O)NC(=O)Nc1ccc(Br)cc1)C1CCS(=O)(=O)CC1
-3,O=C(C=Cc1cccs1)NC1CC1
-7,CC(C)CCCC1CN(C(=O)CCn2cccn2)CCO1 (stereo not given)

# Reformatted: 3 of the compounds above.
Structure	mcGAS RapidFire
CC(C)NC(=O)C1CCN(C2CCN(Cc3cc(Cl)ccc3O)CC2)CC1	-5
Cc1cc(C(=O)NC2CC2c2ccccc2)ccc1-n1cncn1 (stereo not given)	-8
CCc1cccc(NS(=O)(=O)c2ccc3c(c2)CC(=O)N3)c1	4

# Next section:
mcGAS RapidFire,SMILES
54,CN1CC2(CCCN(Cc3ccc(-c4ccc(Cl)cc4)o3)CC2)OC1=O (stereo not given)
-7,CSc1ccc(NS(=O)(=O)c2ccc(Cl)s2)nc1
5,N#CCCn1cc(/C=C/C(=O)N2CCCCC2)c2ccccc21
-9,O=[N+]([O-])c1ccc(S(=O)(=O)NCc2ccc3c(c2)OCO3)cc1
-26,Cc1ccccc1-c1cccc(C(=O)NCC2CC(=O)N(C3CC3)C2)c1 (stereo not given)
-16,O=C(CNC(=O)c1ccc(Br)o1)NCCc1ccccn1
-5,O=C1c2cccc3cccc(c23)N1Cn1c(=S)sc2ccccc21
-12,CCC(CO)[n+]1c(C)cc(C=C2Sc3ccccc3N2CC)cc1C (stereo not given)
-6,Cc1ccc2nc(COC(=O)C=Cc3ccc(Br)o3)cc(=O)n2c1
14,CNC(=O)NC(=O)C(C)Sc1nnc(-c2ccco2)n1CCC(N)=O (stereo not given)
-11,CCC(NC(=O)c1noc(C)c1CO)c1nc(C)c(C)s1 (stereo not given)
-10,C(=C\c1ccccc1)/CN1CCC(Cc2nncn2-c2ccccc2)CC1

# In a second layout: 4 of the compounds above
CCc1cccc(NS(=O)(=O)c2ccc3c(c2)CC(=O)N3)c1
- mcGAS RapidFire: 4

N#CCCn1cc(/C=C/C(=O)N2CCCCC2)c2ccccc21
- mcGAS RapidFire: 5

O=C(CSc1nc2[nH]ncc2c(=O)[nH]1)Nc1cccc(C(F)(F)F)c1
- mcGAS RapidFire: -6

Cc1ccc(C=C2NC(=S)N(Cc3ccccc3)C2=O)o1
- mcGAS RapidFire: -6

# Four entries from above, with tabs:
smiles	mcGAS RapidFire
O=C1c2cccc3cccc(c23)N1Cn1c(=S)sc2ccccc21	-5
CCC(CO)[n+]1c(C)cc(C=C2Sc3ccccc3N2CC)cc1C (stereo not given)	-12
Cc1ccc2nc(COC(=O)C=Cc3ccc(Br)o3)cc(=O)n2c1	-6
CNC(=O)NC(=O)C(C)Sc1nnc(-c2ccco2)n1CCC(N)=O (stereo not given)	14

# Further entries:
mcGAS RapidFire,SMILES
-3,CCC1(C)COC(c2ccccc2)(c2ccccc2)OC1
-8,O=C(NCCc1cc(Cl)cc(Cl)c1)c1cc[nH]c(=O)c1
-9,CCOc1ccccc1-c1cc2c(cc1C(N)=O)OCO2
-12,COc1ccc(-c2noc(-c3cc(OC)cc(OC)c3)n2)cc1
-8,COC(=O)c1cc2c(C(F)(F)F)cc(N3CCCC3)nc2s1
-6,Cc1ccccc1C1=NC(C)(CC(=O)NCc2nccs2)ON1C (stereo not given)
-63,CNS(=O)(=O)c1ccc(OC)c(N(C)S(C)(=O)=O)c1
-18,NC(=O)COc1ccc(Cl)cc1-c1nccn1Cc1ccsc1
-10,O=C1CCC(C(=O)N2CCC(c3nc4ccccc4o3)CC2)CN1CCN1CCOCC1 (stereo not given)
-15,COc1cc(C(O)=C(C#N)C(=O)CC(C)(C)C)ccc1C
-9,CCOC(=O)NN1CC(=O)C(c2n(C)c3ccccc3[n+]2C)C1=N (stereo not given)
-18,Cc1nc(CC(=O)N(Cc2cccnc2)Cc2cccnc2)cs1

# Another view of some results above.
compound	mcGAS RapidFire
O=C(NCCc1cc(Cl)cc(Cl)c1)c1cc[nH]c(=O)c1	-8
CNS(=O)(=O)c1ccc(OC)c(N(C)S(C)(=O)=O)c1	-63
COC(=O)c1cc2c(C(F)(F)F)cc(N3CCCC3)nc2s1	-8
CCOC(=O)NN1CC(=O)C(c2n(C)c3ccccc3[n+]2C)C1=N (stereo not given)	-9
CCC1(C)COC(c2ccccc2)(c2ccccc2)OC1	-3

# (listing goes on)
mcGAS RapidFire,SMILES
0,Cc1ccc(C(=O)On2nnc3ccccc32)cc1
-6,CC#CCN1C(=O)C(CCC(=O)NCCc2c(C)[nH]c3ccccc23)NC(=O)c2ccccc21 (stereo not given)
5,Cc1nn(C)c(C)c1C(C)NC(=O)NOCc1ccccc1 (stereo not given)
-13,CC(C)Cc1nc(CC2C=CS(=O)(=O)C2)n(-c2ccc3c(c2)OCO3)n1 (stereo not given)
-1,CC(NC(=O)C1CSC2(C)CSCC(=O)N12)c1ccc(Cl)cc1 (stereo not given)
-9,Fc1ccc(F)c(-c2cn3nc(C45CC6CC(CC(C6)C4)C5)sc3n2)c1
-4,O=C(Nc1ccc(F)cc1)C1CC(=O)N(c2ccccc2F)C1 (stereo not given)
-5,O=C(c1ccc(NCc2ccccc2F)cc1)N1CCCC1
-5,O=C(NC1CCCc2c1cnn2-c1ccc(F)cc1F)c1ccsc1 (stereo not given)
-3,CC(C)(C)n1nc2c(c1NC(=O)C1(c3ccc(Cl)cc3)CCCC1)CSC2
1,Cc1cc([N+](=O)[O-])ccc1NP1(=O)C(=C2N(C)c3ccccc3C2(C)C)C=NN1c1ccccc1 (stereo not given)
-4,Cc1cnn(C(=O)c2cc(C)oc2C)c1
-8,CN1CCN(Cc2nc3c(c(=O)n(C)c(=O)n3C)n2Cc2c(F)cccc2Cl)CC1
0,Cc1nn(C)c(C)c1C(=O)N1CCN(S(=O)(=O)c2ccc(Br)cc2)CC1
-5,CCc1ccc(C(=O)COC(=O)C2CC3CCCC(C2)C32SCCS2)s1 (stereo not given)
-2,CCc1cccc(C)c1NC(=O)CN1C(=O)NC(C)(C2CC2)C1=O (stereo not given)
-3,Cc1cccc(Oc2cc(C(F)(F)F)nc(SCc3cccc(Cl)c3)n2)c1
36,CCN1CCc2c(sc(NC(=O)C3=COCCO3)c2-c2nc3ccccc3s2)C1
-4,Cc1cccc(C)c1NC(=O)CN(C)CC(O)c1ccc(OC(F)F)cc1 (stereo not given)
-5,C=CCOc1ccc(CN2CCN(C(=O)[C@@H]3CCCN3C(=O)[C@H](C)CSC(C)=O)CC2)cc1
1,O=C(COC(=O)c1ncc(Cl)c(Cl)c1Cl)NC(=O)NC1CCCC1
-27,CC1(C)[C@@]2(C(=O)NCCSc3ncn[nH]3)CC[C@]1(C)[C@@H](O)C2
-30,NC(=NOC(=O)N1c2ccccc2Sc2ccccc21)c1cccnc1
2,O=C(c1ccc(Cl)cc1)c1ccccc1C(=O)N1CCCC1c1ccncc1 (stereo not given)
-2,CN(Cc1ccc(Cl)s1)C(=O)c1ccc(=O)n(C)n1
4,CC(C)(C)C(O)C(N=O)n1cncn1 (stereo not given)
-6,CCN(CC)C(=O)C1CCCN(Cc2ccc3c(c2)CN(Cc2ccoc2)CCO3)C1 (stereo not given)
4,C#CCN1C(=O)c2ccccc2NC1c1cn[nH]c1C(C)(C)C (stereo not given)
-7,CC(C)(C)n1ncc2c(=O)n(NC(=O)/C=C/c3ccccc3)cnc21
-7&-1,CCOC(=O)c1cnc2sccn2c1=O
-7,COc1ccccc1OCc1cc(C(=O)N(C)Cc2cc(C3CC3)n[nH]2)n[nH]1
0,COC(=O)c1c(O)nc2scc(C)n2c1=O
-3,O=C(O)CN1C(=O)/C(=C\c2ccc(O)cc2)SC1=S
-10,COCCN(Cc1nccs1)C(=O)c1cc(C)nc2ccc(C)cc12
0,Cc1cc(O)c(Sc2ccccc2[N+](=O)[O-])c(=O)n1C
-12,O=C(O)c1cnn(-c2cccc(Br)c2)c1
0,C[C@]12CCC3c4ccc(O)cc4CCC3C1CC[C@@H]2O (stereo not given in full)
-22,COc1coc(CN2CCC(=O)N(CC3CC3)C(C(C)C)C2)cc1=O (stereo not given)
11,O=c1[nH]c2ccc(Br)cc2[nH]c1=O
-4,Cc1cccnc1CN1CCN(C(=O)Cn2nnnc2CN(C)C(C)C)CC1
-2,S=c1[nH]nc(SCc2ccc(I)cc2)c2[nH]cnc12
-6,CCOc1ccc(C(C)=O)cc1Cn1ncc2ccccc2c1=O
-13,COc1ccc(NCC(=O)N2CCCC2c2cccs2)cc1OC(F)F (stereo not given)
-2,Cc1ccc(C(C)NC(=O)N2CCCC2c2ccsc2)o1 (stereo not given)
-5,Nc1ncnc2c1c1c(c(=O)n2-c2ccccc2)CCCC1
-4,COc1cc(C2c3c(C)nn(C(C)C)c3N=C3COC(=O)C32)cc(OC)c1OC (stereo not given)
1,Cc1ccccc1NC(=O)C(C)N1CCCC1 (stereo not given)
-28,c1cncc(CN2CCC(NCc3cccc(-n4cccn4)c3)CC2)c1
-7,CNC(=O)CN(C)c1nnc(-c2ccccc2)s1
-11,CC1CC(=NNC(=O)Cc2cn3ccsc3n2)CC(C)(C)C1 (stereo not given)
-2,CCN1C(=O)c2cc(Cl)ccc2NC1c1nc[nH]c1C (stereo not given)
-13,C=CCONC(=O)Cc1cnn(-c2ccccc2)c1C
5,CC1CCc2c(sc3nnn(CC(N)=O)c(=O)c23)C1 (stereo not given)
-27,COc1ccc(-n2c(CN)n[nH]c2=O)cc1Cl
-7,O=c1n(CCNc2cc3c(cc2Cl)OCCO3)nc2ccccn12
-5,Cc1nc(CN(C)C(=O)C2CCC(=O)N(CCc3ccccn3)C2)cs1 (stereo not given)
9,CC(C)N(Cc1cccc(Cl)c1)S(=O)(=O)c1cc(C(N)=O)n(C)c1
-5,O=C(Nc1nnc(C2CC2)s1)Nc1ccc(F)cc1F
-11,Cc1cc(C2CCC2)nc(N(C)Cc2cccnc2)n1
0,COc1ccc(NC(=O)c2cc(C(C)C)nc3c2c(=O)[nH]c(=O)n3CC(C)C)cn1

# (list continues)
mcGAS RapidFire,SMILES
-13,CCOc1cccc(CN(CCO)C(=O)c2n[nH]c3c2CC(C)CC3)c1 (stereo not given)
-9,COC(=O)[C@H]1C[C@@H](O)CCN1C(=O)c1cc(-c2ccccc2)on1
-5,Cc1cccc(NC(=O)CSc2nc(=O)n3cc(Cl)ccc3n2)c1C
2,CN1CCN(Cc2cccn2-c2ncccn2)CC1CCO (stereo not given)
-4,C=CCn1c(=NC(=O)c2ccccc2S(C)(=O)=O)sc2cccc(F)c21
-19,COc1ccc(CC(=O)Nc2c(C)nc3c(C)cccn3c2=O)cc1OC
-4,OC1(CNc2cc(-c3ccccc3)nc3ncnn23)CCSCC1
-16&-8,O=C(C1=CCCC1)N(CCN1CCCCC1)CC1CCCN(C2CCCC2)C1 (stereo not given)
-3,O=C(c1cc(F)c(Cl)cc1Cl)N(CC1CCCO1)CC1CCCO1 (stereo not given)
-8,CC(C)CCN1CC2=C(C1=O)C(c1ccc(OCc3ccccc3)cc1)NC(=O)N2 (stereo not given)
-16,Cc1occc1C(=O)NNC(=O)C1CCCC1
-7,CC(C)CC(=O)C(=O)N1CCCC(CNC(=O)C2(c3ccc(Cl)cc3)CC2)C1 (stereo not given)
-9,Cc1cc(C)c(OCC(=O)Nc2nnc(C3CC3)s2)c(C)c1
-2,CC1=C(C(=O)OC(C)C)C(c2cccc(Br)c2)C2=C(CCCC2=O)N1 (stereo not given)
-7,Cc1cn2c3c(=O)n(Cc4c(F)cccc4Cl)c(=O)n(C)c3nc2n1CC1CCCO1 (stereo not given)
-1,COC(=O)c1c(C)[nH]c(C(=O)C(C)OC(=O)CC2CCCC2)c1C (stereo not given)
-4,N#Cc1nc(NC2CCCOC2)ccc1Cl (stereo not given)
-6,CCc1ccc(S(=O)(=O)NCC2CN(c3ccc(Cl)c(Cl)c3)C(=O)O2)s1 (stereo not given)
-9,CC(C)N1C2CCC1CN(C(=O)NCc1cc(C#N)ccc1F)CC2 (stereo not given)
-2,O=C(CSc1nc2ccsc2c(=O)n1-c1ccccc1)N1CCOCC1
-4,O=S(=O)(c1ccccc1)N1CCOC(CCc2ccccc2)C1 (stereo not given)
-4,Cc1nc2n(n1)C(=O)C(C(c1ccc(C(C)C)cc1)N1CCC3(CC1)OCCO3)S2 (stereo not given)
5,Cn1c(-c2cccs2)nn(CCNC(=O)/C=C/c2ccccc2)c1=O
9,CN(CC(=O)Nc1ccc(Cl)c(Cl)c1)C(=O)c1ccc(N2C(=O)CCC2=O)cc1
-14,CCS(=O)(=O)NC1(c2ccc(Br)cc2)CC1
